B2AR arrestin: qHTS assay of beta-arrestin-biased ligands of beta2-adrenergic receptor; Potency, µM (top dose mostly 46.1 µM), for the others: top-dose activation, actives largely listed as activators; 330,000 tested, 0.02% active; beta-arrestin recruitment to beta2AR, cell-based reporter;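 further: potency means the concentration at half of the fitted maximal effect; 0% = DMSO controls and full agonism = EC100 isoproterenol or metaproterenol; nearly all actives have a fitted effect of over 65% in size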
Target sequence (P07550 whole entry, looked up): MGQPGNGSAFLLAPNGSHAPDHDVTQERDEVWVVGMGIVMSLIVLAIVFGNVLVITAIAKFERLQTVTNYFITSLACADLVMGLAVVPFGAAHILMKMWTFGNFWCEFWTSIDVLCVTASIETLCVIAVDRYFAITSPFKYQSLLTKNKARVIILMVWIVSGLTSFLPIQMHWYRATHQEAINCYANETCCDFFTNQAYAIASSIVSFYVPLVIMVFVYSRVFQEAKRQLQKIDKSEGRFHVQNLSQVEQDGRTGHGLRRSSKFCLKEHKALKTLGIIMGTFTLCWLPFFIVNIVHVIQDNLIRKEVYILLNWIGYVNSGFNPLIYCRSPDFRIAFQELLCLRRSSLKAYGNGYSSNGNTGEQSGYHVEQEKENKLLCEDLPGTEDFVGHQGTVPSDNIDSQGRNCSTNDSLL
Eya2 inh: qHTS Assay for Inhibitors of the Phosphatase Activity of Eya2. Protein phosphatase EYA2 (Homo sapiens), O00167. recombinant Eya2, OMFP fluorescence dephosphorylation (OMFP is methylfluorescein phosphate). Potency, µM (top dose mostly 76.9 µM), for inactives: at the highest dose activity, negative = inhibition, hits mostly inhibitors. 330,000 tested, 0.006% active; further: potency means the concentration at half of the fitted maximal effect; on the % scale 0 is the no-effect control and ±100 the full control effect
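Eya2 (0.2 uM) preincubated 10 min at ambient with compound, then OMFP substrate added at 50 uM; 10 min reaction in 50 mM HEPES pH 7.5, 50 mM NaCl, 5 uM MgCl2, 0.05% BSA, 1 mM DTT. Fluorescence read at Ex 485/Em 525 nm.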
USP2a block: qHTS Assay for Inhibitors of Ubiquitin-specific Protease USP2a Using CHOP2 as the Reporter. AID 463254, 2010. Ubiquitin carboxyl-terminal hydrolase 2 (Homo sapiens), O75604. 330,000 tested, 0.01% active. Potency, µM (doses to about 38.3 µM), for inactives: at the top dose activity change, negative = inhibition, most hits filed as inhibitors. USP2 core, Ub-CHOP2 coupled fluorogenic reporter, 485/531;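 further: potency means the concentration at half of the fitted maximal effect; plate controls were DMSO wells for no effect and full inhibition by NEM control for full effect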
Target sequence (O75604 whole entry, looked up): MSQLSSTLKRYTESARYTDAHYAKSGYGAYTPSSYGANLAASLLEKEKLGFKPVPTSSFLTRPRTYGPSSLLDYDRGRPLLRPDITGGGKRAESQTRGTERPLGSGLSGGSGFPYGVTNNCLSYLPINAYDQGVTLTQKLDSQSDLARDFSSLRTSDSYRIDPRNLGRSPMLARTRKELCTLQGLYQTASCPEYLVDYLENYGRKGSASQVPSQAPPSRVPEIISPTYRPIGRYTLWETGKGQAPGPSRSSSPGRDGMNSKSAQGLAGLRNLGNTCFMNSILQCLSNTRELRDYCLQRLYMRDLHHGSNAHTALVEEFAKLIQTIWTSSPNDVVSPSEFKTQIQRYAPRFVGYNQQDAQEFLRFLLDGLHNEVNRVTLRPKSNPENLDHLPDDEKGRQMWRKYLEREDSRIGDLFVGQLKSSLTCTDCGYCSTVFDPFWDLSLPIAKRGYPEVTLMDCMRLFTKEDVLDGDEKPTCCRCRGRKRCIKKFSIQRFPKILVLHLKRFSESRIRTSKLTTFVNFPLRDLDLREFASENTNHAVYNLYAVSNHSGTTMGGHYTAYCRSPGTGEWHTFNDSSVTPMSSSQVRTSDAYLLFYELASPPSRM
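Cell-free coupled assay: 10nM USP2 core preincubated 30min RT with compound in Tris-HCl pH 8.0/CaCl2/CHAPS buffer, then 25nM Ub-CHOP2 and 25nM reporter substrate; fluorescence (Ex 485/Em 531) read after 60min RT, normalized to NEM inhibition, concentration-response curves fitted.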
uPA surface inh: qHTS for Inhibitors of Cell Surface uPA Generation. cell surface uPA generation assay, qHTS. Potency, µM (series often up to 38.3 µM), inactives show at the top dose activity change, negative = inhibition, actives largely listed as inhibitors. 330,000 tested, 0.31% active. AID 540303, 2011; active means well fitted inhibition curve with a large enough effect; inconclusive means small, poorly fitted or top-dose-only effect; inactive means no such curve, though single readings can be large or run the other way; tested in mouse RAW 264.7 cells; further: potency means the concentration at half of the fitted maximal effect; on the % scale 0 is the no-effect control and ±100 the full control effect; nearly all actives have a fitted effect of over 55% in size
ASM inhibitor: Inhibitors of Secretory Acid Sphingomyelinase (S-ASM): qHTS. AID 504937, 2011. 340,000 tested, 0.006% active. placental ASM, HMU-PC fluorogenic substrate, 60 min. Potency, µM (top dose mostly 57.5 µM), without a hit: top-dose activity change, negative = inhibition, usual class: inhibitors. Sphingomyelin phosphodiesterase (Homo sapiens), P17405; further: potency means the concentration at half of the fitted maximal effect
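HMU-PC0 cleavage (9 uM final) by human placental ASM, 60 min at 37 °C following 10 min compound exposure at RT; stopped at pH 10, fluorescence Ex 386/Em 447 nm.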
p53 reactivation: qHTS assay for re-activators of p53 using a Luc reporter; H1299 p53-A138V BP100-luciferase reporter, luminescence, 24 h; 320,000 tested, 0.063% active; AID 504706, 2011; Potency, µM (top dose mostly 92.2 µM), for the others: top-dose activity change, positive = activation, most hits filed as activators; further: potency means the concentration at half of the fitted maximal effect; % of control where 0% means no effect; nearly all actives have a fitted effect of over 45% in size
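H1299 (p53-null), stable ts p53-A138V + BP100-Luc; 1000 cells/well, Opti-MEM/10% FBS; cpd 4 pt, 1:5; 24 h, 37 deg C, 5% CO2; detection reagent 10 min RT; luminescence.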
BRCA1 expr act: qHTS Assay to Identify Small Molecule Activators of BRCA1 Expression; MCF7-BRCA1-FFLuc reporter, luminescence, 48 h; response scale: scaled: vehicle 0%, 10 µM genistein 100%; Potency, µM (series often up to 46.1 µM), inactives show at the highest dose activation, most hits filed as activators; 380,000 tested, 1.1% active; AID 624202, 2012; further: potency means the concentration at half of the fitted maximal effect; nearly all actives have a fitted effect of over 80% in size; some results filed as inactive show a strong effect at the top dose
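Compounds are tested at multiple concentrations on MCF7 BRCA1-luciferase reporter cells seeded at 2000 per well; after 48 h, a single luminescence end-point is taken and curves fitted to the normalized data.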
ELG1 genotoxic: qHTS screen for small molecules that induce genotoxicity in human embryonic kidney (HEK293T) cells expressing luciferase-tagged ELG1 | Potency, µM (series often up to 46 µM), without a hit: top-dose activity change, positive = activation, most hits filed as activators | 330,000 tested, 1.3% active | HEK293T ELG1-luciferase reporter, luminescence, 16 h | AID 504466, 2011; further: potency means the concentration at half of the fitted maximal effect; % of control where 0% means no effect; nearly all actives have a fitted effect of over 60% in size
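Screening used a luciferase reporter fused to human ELG1 in HEK293T cells. Luminescence was read on a CCD plate imager after 16 hr exposure and 30 min ONE-Glo incubation.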
TSG101-PTAP inh: qHTS Assay for Iinhibitors of HIV-1 Budding by Blocking the Interaction of PTAP/TSG101; Tumor susceptibility gene 101 protein (Homo sapiens), Q99816; Fluorescence polarization, FITC-PTAP peptide / Tsg101 binding; Potency, µM (highest dose often 115 µM), for inactives: top-dose activity change, negative = inhibition, usual class: inhibitors; 340,000 tested, under 10 active; active means well fitted inhibition curve with a large enough effect in the main read-out, with a control signal flat, not every such curve was filed as active; inconclusive means small, poorly fitted or top-dose-only effect, or effect the other way, or a change in a side signal; inactive means no such curve, though single readings can be large or run the other way; further: potency means the concentration at half of the fitted maximal effect; % of control where 0% means no effect
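Compounds were pin-transferred onto Tsg101 binding domain (10 uM final) in HEPES pH 7.5 buffer, then FITC-PTAP peptide was added at 50 nM final. After 20 min at RT, polarization reported peptide displacement across a qHTS concentration series.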
a7 integrin act: qHTS for Activators of Integrin-Mediated Alleviation for Muscular Dystrophy; alpha7betagal myoblasts, beta-gal FDG fluorescence, 48 h; Potency, µM (doses to about 38.3 µM), for the others: at the top dose activation, usual class: activators; 350,000 tested, 0.064% active;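 further: potency means the concentration at half of the fitted maximal effect; 100% = response of the positive control SU9516; nearly all actives have a fitted effect of over 60% in size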
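alpha7betagal+/- myoblasts (passage 13, 250/well) treated 48 h at 37C with compounds at 1:260 dilution of DMSO stock. Lysed, then beta-galactosidase activity read as FDG fluorescence (ex 480/em 540) after 30 min, with pre-read for autofluorescence.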
TRPV1 agonist: HTS Assay for Compounds that Act as Agonists of the Vanilloid Receptor 1. Transient receptor potential cation channel subfamily V member 1 (Homo sapiens), Q8NER1. TRPV1-expressing cells, Fluo-8 calcium influx, agonist mode. activation, % at 8.33 µM. 320,000 tested, 0.19% active. AID 540275, 2011; in the data active means activation above about 80%; inconclusive means between about 30% and that limit; further: 0% is about no effect
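Cells expressing TRPV1 were dye-loaded with Fluo-8 and read kinetically: 10 s baseline, 3 min after compound (agonist portion), then 2 min after EC20 capsaicin (allosteric enhancer portion). Calcium-bound dye fluorescence at 480/520 nm.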
Active calls of the source: *; i = inactive; ? = inconclusive; . = no result given; [ ] = dose if it differs, or a comment. Unless noted, the call rests on the fitted dose curve; in most records, active means well fitted curve in the direction sought with a large enough effect; inconclusive means small, poorly fitted or top-dose-only effect, or another doubt; inactive means no such curve, though single readings can be large; an effect the other way counts as inactive or inconclusive. Compounds were not picked by outcome, and some 2.6% of all compounds hit somewhere here.

The first three entries, to show the layout:
SMILES | B2AR arrestin | Eya2 inh | USP2a block | uPA surface inh | ASM inhibitor | p53 reactivation | BRCA1 expr act | ELG1 genotoxic | TSG101-PTAP inh | a7 integrin act | TRPV1 agonist
Cc1ccc(S(=O)(=O)NC(=O)COc2ccccc2C(N)=O)cc1 | -0.4% | -2% | 3% | 8% | -2% | -3% | -30% | 1% | -5% | 17% | -2
CC1CCN(c2ccc([N+](=O)[O-])c(SCCO)c2)CC1 | 0.3% | -1% | -5% | 18% | -11% | -3% | -9% | -10% | -2% | 12% | -7
O=C(Nc1ccc(F)cc1)C1CCCO1 (stereo unspecified) | 0.1% | 3% | 6% | 0% | 0% | 0% | 0% | 0% | 2% | 4% | 4

Main list, repeating the preview:
SMILES | B2AR arrestin | Eya2 inh | USP2a block | uPA surface inh | ASM inhibitor | p53 reactivation | BRCA1 expr act | ELG1 genotoxic | TSG101-PTAP inh | a7 integrin act | TRPV1 agonist
Cc1ccc(S(=O)(=O)NC(=O)COc2ccccc2C(N)=O)cc1 | -0.4% | -2% | 3% | 8% | -2% | -3% | -30% | 1% | -5% | 17% | -2
CC1CCN(c2ccc([N+](=O)[O-])c(SCCO)c2)CC1 | 0.3% | -1% | -5% | 18% | -11% | -3% | -9% | -10% | -2% | 12% | -7
O=C(Nc1ccc(F)cc1)C1CCCO1 (stereo unspecified) | 0.1% | 3% | 6% | 0% | 0% | 0% | 0% | 0% | 2% | 4% | 4
COc1ccc(CCN(C)C2CCCN(C(=O)Cn3cnnn3)C2)cc1OC (stereo unspecified) | 3.6% | 9% | 1% | -1% | -3% | -1% | -1% | 5% | . | 16% | -4
O=C(COC(=O)C1CCN(S(=O)(=O)c2ccccc2C(F)(F)F)CC1)NCc1ccc(F)cc1 | -0.3% | 6% | 2% | -3% | -3% | 0% | ? | -1% | -7% | -52%[inhibitor] | ?
Cc1ccc(S(=O)(=O)N2CCC(C(=O)NCCCN3CCCC3=O)CC2)cc1C | -0.4% | -5% | -1% | 2% | . | -18% | 12% | -1% | -1% | -13% | -1
CCCc1c(C)c2cc(C)ccc2[nH]c1=O | 0.4% | 15% | 2% | 1% | 0% | -5% | 0% | 2% | -2% | 15% | 6
CCCn1c2ccc(C)cc2c2nnc(SCCN3CCOCC3)nc21 | -0.2% | -3% | 0% | -14% | -5% | -8% | -44% | -7% | -2% | 1% | 22
Cc1c(C(=O)Nc2ccc(S(=O)(=O)Nc3ncccn3)cc2)oc2ccc(F)cc12 | -0.2% | -4% | 1% | -4% | -3% | -4% | -5% | 13% | -2% | 7% | -3
NS(=O)(=O)c1ccc(NC(=O)COC(=O)CC2Sc3ccccc3NC2=O)cc1 (stereo unspecified) | -0.2% | 0% | 3% | 4% | -2% | 14% | -8% | 10% | -3% | -5% | 1
O=C(N/N=C(\c1ccccc1)c1cccnc1)c1ccc(O)cc1 | 2.7% | -2% | 2% | 4% | -1% | 11% | 18% | 1% | -2% | -21% | 1
CCOc1c(CNCCCSc2nc(C)cc(C)n2)cccc1OC | 13% | 11% | -1% | 0% | 2% | . | -8% | -3% | 0% | -36%[inhibitor] | 2
CCOc1cc(C2/C(=C(/O)c3ccc(OC)cc3)C(=O)C(=O)N2CC2CCCO2)ccc1O (stereo unspecified) | -0.1% | 13% | -1% | -9% | -1% | 0% | -16% | 0% | 0% | -16% | -1
COC(=O)CSc1nnc(-c2ccc(S(=O)(=O)N3CCC(C)CC3)cc2)o1 | -0.3% | 13% | 1% | -9% | -4% | 5% | 2% | 0% | 2% | -15%[7.66 µM] | 25
CCc1nn(CC(=O)N2CCCCCC2)c(=O)c2cc3ccccc3n12 | 0.0% | 10% | 3% | -4% | -6% | 6% | -3% | -2%[9.26 µM] | -3% | 29% | 4
CC(C)COP(=O)(c1ccc(N(C)C)cc1)C(O)c1ccc(Br)cc1 (stereo unspecified) | 0.2% | -8% | 0% | 1% | -1% | 1% | -18% | 3% | -7% | -24% | 0
CCOC(=O)C1=C(COC(=O)CNC(=O)c2ccccc2F)NC(=O)NC1C (stereo unspecified) | -1.8% | 13% | 1% | 12% | 0% | 0% | 0% | 0% | -3% | -9% | 5
CCC(C(=O)OCC(=O)Nc1cccc(S(=O)(=O)NC2=NCCCCC2)c1)c1ccccc1 (stereo unspecified) | -0.4% | -9% | -5% | . | . | -5% | . | -4% | . | . | -5
CC(=O)N1CCN(C(=O)COC(=O)/C=C/c2ccc(C(F)(F)F)cc2)CC1 | 0.1% | -19% | 11% | ? | 2% | -4% | 9% | 1% | 0% | -18% | .
O=C(/C=C/Sc1ncn[nH]1)c1ccc(Cl)cc1 | ? | -6% | 3% | -11% | 4% | -9% | -86% | 5% | 1% | -46%[inhibitor] | .
COc1ccc2c(c1)nc(SCC(=O)C(C)(C)C)n2C | -1.3% | 1% | -6% | 2% | 2% | 1% | 35% | 4% | -6% | 24% | 3
COc1ccc(/C=C/c2nnc(NC(=O)CSc3ccc(C)cc3)s2)cc1 | -0.1% | 3% | 7% | 0% | i | 0% | ? | 7% | 2% | 17% | -2
COc1cc(C(=O)NCCC(=O)NCc2c(F)cc(F)cc2F)cc(OC)c1OC | -0.4% | 2% | 4% | 1% | 3% | 2% | -16% | 0% | 1% | 9% | 0
Cn1c(CNC(=O)CNC(=O)Cc2ccc(Cl)cc2)cc(=O)n(C)c1=O | 0.0% | -8% | 2% | 4% | 3% | 0% | 15% | 3% | -5% | ? | 4
COc1ccc(CC(=O)NCC2CCCN(Cc3ccccc3Cl)C2)cc1 (stereo unspecified) | -0.7% | 9% | 1% | 16% | -1% | 2% | -1% | -1% | 1% | -40% | ?
CCN1CCN(CC(=O)c2cc(Cl)ccc2Cl)CC1 | 0.1% | 4% | 0% | 11% | -1% | -3% | -15% | 0% | -1% | -6% | -6
Cn1cc(CN2CCC(C(=O)Nc3cccc(-c4cccc(F)c4)c3)CC2)cn1 | 0.0% | -1% | -1% | ? | -2% | 8% | -20% | 0% | -4% | -41% | 1
CCOC(=O)C1(CC2CC2)CCN(Cc2cn[nH]c2-c2cccc(F)c2)CC1 | -0.7% | -14% | 2% | 5% | 4% | 1% | -13% | -9% | -1% | 2% | 17
Cc1cccc(OCCCC(=O)Nc2ccc(S(=O)(=O)Nc3onc(C)c3C)cc2)c1 | 0.1% | 0% | -4% | -1% | -2% | -7% | 0% | -2% | -3% | 8% | 3
O=C(NNC(=O)c1cc(-c2ccc(Cl)cc2Cl)nc2ccccc12)Nc1ccccc1 | 0.2% | -5% | -1% | -7% | -17% | 7% | -74% | 3% | 0% | 1% | 16
COc1ccc2cc(C(N)=O)/c(=N\NC(=O)c3ccccc3)oc2c1 | 0.9% | -3% | 0% | ? | 178%[activator] | 8% | ? | ? | 0% | 8% | 0
COC(=O)C1=C(C(=O)OC)[C@@H]2Nc3ccccc3[C@@]23C[C@@H](C(=O)OC)N(C(=O)NC2CCCCC2)C3=N1 | . | . | . | 8% | -3% | . | 9% | . | -5% | 25% | .
CCS(=O)(=O)NCc1cn2c(C)csc2n1 | -1.0% | -2% | 0% | -1% | 1% | ? | 43% | 3% | 0% | -10% | -4
CCN(CC)Cc1cc(Nc2c3ccccc3nc3c4ccccc4n(C)c23)cc(CN(CC)CC)c1O | . | . | . | -10% | 8% | . | -85%[inhibitor] | . | 0% | -53%[inhibitor] | .

Screens as filed in PubChem BioAssay.
